PKA-R2B activ: activates the human PKA-R2B holoenzyme complex | AID 504700 | PKA-R2B holoenzyme dissociation, Cy5-IP20 fluorescence polarization; R2B truncated from residue 108, S112A mutant; 0% DMSO only, 100% 113 µM cGMP | activation, % at 11.4 µM | actives 0.079% (n = 340,000);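 active means activation above a cutoff set at the mean over all compounds plus 3 SD, cut at about 18% in these data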;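 further: higher means more holoenzyme dissociation and a rise in polarization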
Target sequence (P31323 whole entry, looked up, other chains not shown, the tested form may be a part): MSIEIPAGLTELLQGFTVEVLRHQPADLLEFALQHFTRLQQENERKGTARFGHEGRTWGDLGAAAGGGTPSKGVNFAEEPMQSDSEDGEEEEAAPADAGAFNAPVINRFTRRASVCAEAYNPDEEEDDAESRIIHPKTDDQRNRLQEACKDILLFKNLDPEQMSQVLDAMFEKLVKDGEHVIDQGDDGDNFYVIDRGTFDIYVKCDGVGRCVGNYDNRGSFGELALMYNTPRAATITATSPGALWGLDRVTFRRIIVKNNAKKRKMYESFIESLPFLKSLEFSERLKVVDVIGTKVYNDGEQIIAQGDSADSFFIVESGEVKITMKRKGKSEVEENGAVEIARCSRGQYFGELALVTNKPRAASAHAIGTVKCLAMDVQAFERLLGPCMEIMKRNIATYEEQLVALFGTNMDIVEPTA
HTR5A inv ctr: inverse agonist of human HTR5A in OPRM1-OPRD1 counter-screen; HTR5A cell line, luminescence, inverse agonism; inhibition, % at 9.3 µM; actives 0.083% (n = 340,000); in the data active means inhibition mostly above about 23%, no sharp cut-off; inactive means mostly below about 18%;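 further: 0% = cells with DMSO and 100% = no-cell wells with DMSO; some compounds called inactive have numbers as strong as hits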
Target sequence (P47898 whole entry, looked up): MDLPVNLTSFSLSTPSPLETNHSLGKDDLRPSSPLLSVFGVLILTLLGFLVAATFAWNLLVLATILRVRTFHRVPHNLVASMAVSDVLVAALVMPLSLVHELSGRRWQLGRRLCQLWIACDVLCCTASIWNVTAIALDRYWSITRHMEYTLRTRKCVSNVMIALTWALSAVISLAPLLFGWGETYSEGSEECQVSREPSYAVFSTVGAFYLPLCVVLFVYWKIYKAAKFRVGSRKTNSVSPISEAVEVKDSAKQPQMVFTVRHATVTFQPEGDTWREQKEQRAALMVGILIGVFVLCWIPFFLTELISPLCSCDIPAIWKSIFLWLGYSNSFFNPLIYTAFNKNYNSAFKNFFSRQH
AddAB inh: less growth of phage-infected E. coli with AddAB. E. coli expressing H. pylori AddAB, absorbance growth. inhibition, % at 11.9 µM. actives 0.29% (n = 330,000). AID 435030; in the data active means inhibition above about 12%;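 further: 0% = vehicle wells of infected cells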
Tat transport: inhibitors of E. coli Tat protein transport | E. coli MC4100 TorA-mCherry Tat export, fluorescence | inhibition, % at 10 µM | actives 0.036% (n = 340,000) | AID 488895;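 active means mean replicate inhibition at least 50% and at least half of replicates individually reaching 50%; inconclusive means only one of the two criteria met; inactive means neither criterion met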;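 further: exported cargo escapes ClpAP degradation while cytoplasmic cargo is degraded and loses fluorescence; 0% = median of neutral control wells and 100% = median of NaSCN control wells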
MOR-DOR ag: OPRM1-OPRD1 heterodimerization agonism; cells, luminescence; activation, % at 9.3 µM; AID 504326; P35372+P41143; actives 0.3% (n = 340,000); in the data active means activation above about 18%;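 further: 0% = vehicle-treated cells and 100% = reference agonist; values of inactives mirror those of a sister screen read the other way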
Mot1-301 SUMO: SUMOylation pathway inhibition by Mot1-301 growth rescue; growth rescue, % at 18.8 µM; actives 1% (n = 320,000); S. cerevisiae Mot1-301 growth rescue, ATP luminescence, 38.5C; percent above DMSO median, 100 means doubled; AID 2716;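 active means every valid replicate shows activation above 250% relative to neutral control wells; inactive means the rest, any valid replicate at or below 250%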;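 further: OY570 slx delta 5 strain wells were the positive control but not used for scaling; some compounds called inactive have numbers as strong as hits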
phage Ecoli inh: E. coli growth loss with phage present. growth absorbance. inhibition, % at 11.9 µM. actives 0.26% (n = 360,000); in the data active means inhibition above about 11%
MOR-DOR inv ag: mu-delta opioid heterodimer inverse agonism | inhibition, % at 9.3 µM | P35372+P41143 | AID 504357 | actives 0.21% (n = 340,000) | cell-based MOR-DOR heterodimer luminescence; in the data active means inhibition above about 22%, passing the limit was not always enough;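 further: 0% = cells with DMSO and 100% = wells without cells with DMSO; values of inactives mirror those of a sister screen read the other way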
Ecoli viability: counter-screen for AddAB inhibitors: E. coli growth inhibition; inhibition, % at 11.9 µM; actives 0.27% (n = 330,000); AID 449728; E. coli V3065 growth, OD600 absorbance, 18 h;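 active means inhibition above the campaign's mean inhibition across all tested compounds plus 3 SD, cut at about 9.9% in these data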;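 further: uninfected addAB+ strain grown without phage in ampicillin broth; 0% = DMSO wells and 100% = ciprofloxacin 0.95 µg/ml wells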
PfHsp90 set2: growth inhibition of yeast expressing Plasmodium Hsp90 | S. cerevisiae expressing PfHsp90, BacTiter-Glo ATP, 48 h; yeast lacking PDR1 and PDR3 efflux regulators | inhibition, % at 9.4 µM | actives 0.32% (n = 310,000);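 active means every replicate shows inhibition above about 80%, whatever the replicate mean, limit read from the data; inconclusive means mean inhibition reaches the set limit but some replicate falls short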;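 further: 0% = DMSO neutral controls and 100% = 20 µM radicicol positive controls; yeast relying on Plasmodium falciparum Hsp90 in place of its own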
PKA-R1A activ: PKA-R1A complex activation; actives 0.083% (n = 340,000); PKA-R1A dissociation, Cy5-IP20 fluorescence polarization; scaled: DMSO 0%, 113 µM cGMP 100%; activation, % at 11.4 µM;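 active means percent activation above the mean of all tested compounds plus 3 SD, cut at about 19% in these data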;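 further: higher means more PKAc released from R1A so a rise in polarization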
An asterisk follows results filed as active.

Screening Cn1c(N)c(C(=O)COC(=O)/C=C/c2ccc(F)cc2)c(=O)n(C)c1=O returned PKA-R2B activ 1, HTR5A inv ctr 8, AddAB inh -0.8, Tat transport 9, MOR-DOR ag 0.3, Mot1-301 SUMO -3, phage Ecoli inh 1.6, MOR-DOR inv ag -1, Ecoli viability -4.4, PfHsp90 set2 19 and PKA-R1A activ -13.
For O=[N+]([O-])c1ccccc1CS(=O)(=O)c1ccccc1 the results were PKA-R2B activ -8, HTR5A inv ctr -16, AddAB inh 3.5, Tat transport -3, MOR-DOR ag -0.5, Mot1-301 SUMO 8, phage Ecoli inh 3.0, MOR-DOR inv ag 3, Ecoli viability 1.4, PfHsp90 set2 -10 and PKA-R1A activ 6.
For COc1ccccc1NS(=O)(=O)c1cccc(C(=O)OCC(=O)NC2CC2)c1 the results were PKA-R2B activ -7, HTR5A inv ctr 0, AddAB inh -2.4, Tat transport -1, MOR-DOR ag -0.3, Mot1-301 SUMO -17, phage Ecoli inh 1.5, MOR-DOR inv ag 2, Ecoli viability 0.3, PfHsp90 set2 -12 and PKA-R1A activ -15.
For CCOc1ccc(N(CC(=O)N/N=C/c2cccnc2)S(C)(=O)=O)cc1 the results were PKA-R2B activ -8, HTR5A inv ctr 0, AddAB inh -0.1, Tat transport -2, MOR-DOR ag 0.1, Mot1-301 SUMO -7, phage Ecoli inh 3.2, MOR-DOR inv ag -1, Ecoli viability 3.0, PfHsp90 set2 -13 and PKA-R1A activ 0.
`COc1ccccc1NC(=O)Cc1csc(N)n1` gave PKA-R2B activ -7, HTR5A inv ctr 9, AddAB inh 2.1, Tat transport -2, MOR-DOR ag -2.7, Mot1-301 SUMO 97, phage Ecoli inh 2.5, MOR-DOR inv ag 15, Ecoli viability 2.0, PfHsp90 set2 18 and PKA-R1A activ -3.
`Cc1ccccc1-c1cc(C(=O)NCc2ccc(OC(F)(F)F)cc2)n(CC2CC(c3cccnc3)=NO2)n1` (centres undefined) gave PKA-R2B activ 1, HTR5A inv ctr 0, AddAB inh 1.7, Tat transport 7, MOR-DOR ag 2.3, Mot1-301 SUMO -4, phage Ecoli inh -0.8, MOR-DOR inv ag -13, Ecoli viability -2.8, PfHsp90 set2 -16 and PKA-R1A activ -10.
For CN(C(=O)COC(=O)c1cccc(S(=O)(=O)N2CCOCC2)c1)C1CCS(=O)(=O)C1 (centres undefined) the results were PKA-R2B activ 7, HTR5A inv ctr -41, AddAB inh -0.3, Tat transport inconclusive, MOR-DOR ag -0.3, Mot1-301 SUMO -3, MOR-DOR inv ag 2, Ecoli viability -0.3, PfHsp90 set2 31 and PKA-R1A activ -13.
For CC(C)Oc1ccc(S(=O)(=O)N2CCOCC2)cc1NC(=O)c1cc([N+](=O)[O-])ccc1N1CCOCC1 the results were PKA-R2B activ 8, HTR5A inv ctr 2, AddAB inh -3.4, Tat transport -5, MOR-DOR ag -0.3, Mot1-301 SUMO 9, phage Ecoli inh 4.0, MOR-DOR inv ag 2, Ecoli viability -0.8, PfHsp90 set2 -33 and PKA-R1A activ 5.
`CCC1CC(C)(C(=O)Nc2ccc(S(N)(=O)=O)cc2)OC1=O` (centres undefined) gave PKA-R2B activ 4, HTR5A inv ctr -7, AddAB inh 0.6, Tat transport -10, MOR-DOR ag -2.8, Mot1-301 SUMO -4, phage Ecoli inh 4.2, MOR-DOR inv ag 16, Ecoli viability -3.1 and PKA-R1A activ -2.
For Cc1ccc(C)c(/C(O)=C2/C(=O)C(=O)N(CCN3CCOCC3)C2c2ccc(C)o2)c1 (centres undefined) the results were PKA-R2B activ -4, HTR5A inv ctr -1, AddAB inh 0.5, Tat transport -3, MOR-DOR ag 0.5, Mot1-301 SUMO 3, phage Ecoli inh 1.1, MOR-DOR inv ag -3, Ecoli viability -1.9, PfHsp90 set2 -10 and PKA-R1A activ -7.
`COc1cc2ccccc2cc1C(=O)N(CCN(C)C)c1nc2c(C)cccc2s1` gave PKA-R2B activ 1, HTR5A inv ctr 1, AddAB inh 2.3, Tat transport 14, MOR-DOR ag 3.6, Mot1-301 SUMO -10, phage Ecoli inh 1.7, MOR-DOR inv ag -19, Ecoli viability -0.2, PfHsp90 set2 -5 and PKA-R1A activ 0.
Screening COc1ccccc1NC(=O)CSc1sc2c(O)cc(=O)[nH]c2c1C#N returned PKA-R2B activ 9, HTR5A inv ctr 5, AddAB inh 1.8, Tat transport -2, MOR-DOR ag -2.4, Mot1-301 SUMO -18, phage Ecoli inh -0.1, MOR-DOR inv ag 13, Ecoli viability 0.8, PfHsp90 set2 32 and PKA-R1A activ -3.
`CCN1C(=NCCc2cccnc2)N[C@@H](c2ccccc2)[C@H](C(=O)OC)[C@H]1C` gave PKA-R2B activ 11, HTR5A inv ctr 1, AddAB inh 3.3, Tat transport -3, MOR-DOR ag -0.9, Mot1-301 SUMO -4, MOR-DOR inv ag 5, Ecoli viability -0.7, PfHsp90 set2 -7 and PKA-R1A activ 8.
COC(=O)C1CCN(C(=O)C23CCC(C)(C(=O)O2)C3(C)C)CC1 (centres undefined) was read as PKA-R2B activ 4, HTR5A inv ctr -25, AddAB inh -2.7, Tat transport -2, MOR-DOR ag -2.0, Mot1-301 SUMO 5, phage Ecoli inh 0.0, MOR-DOR inv ag 12, Ecoli viability 1.7, PfHsp90 set2 8 and PKA-R1A activ -12.
Screening CCOC(=O)C1CCCN(S(=O)(=O)c2c(C)c(C)cc(C)c2C)C1 (centres undefined) returned PKA-R2B activ -6, HTR5A inv ctr 15, AddAB inh 0.9, Tat transport 6, MOR-DOR ag 1.0, Mot1-301 SUMO -6, phage Ecoli inh 1.8, MOR-DOR inv ag -6, Ecoli viability 0.8, PfHsp90 set2 2 and PKA-R1A activ 5.

Two compounds picked at random from the list so far, as already listed:
`CCN1C(=NCCc2cccnc2)N[C@@H](c2ccccc2)[C@H](C(=O)OC)[C@H]1C` gave PKA-R2B activ 11, HTR5A inv ctr 1, AddAB inh 3.3, Tat transport -3, MOR-DOR ag -0.9, Mot1-301 SUMO -4, MOR-DOR inv ag 5, Ecoli viability -0.7, PfHsp90 set2 -7 and PKA-R1A activ 8.
`COc1cc2ccccc2cc1C(=O)N(CCN(C)C)c1nc2c(C)cccc2s1` gave PKA-R2B activ 1, HTR5A inv ctr 1, AddAB inh 2.3, Tat transport 14, MOR-DOR ag 3.6, Mot1-301 SUMO -10, phage Ecoli inh 1.7, MOR-DOR inv ag -19, Ecoli viability -0.2, PfHsp90 set2 -5 and PKA-R1A activ 0.

Other entries:
For COc1ccc(OC)c(NC(=O)c2nc3ccccc3s2)c1 the results were PKA-R2B activ -1, HTR5A inv ctr 4, AddAB inh 5.1, Tat transport -3, MOR-DOR ag 3.0, Mot1-301 SUMO 0, phage Ecoli inh -0.6, MOR-DOR inv ag -14, Ecoli viability 0.2, PfHsp90 set2 -22 and PKA-R1A activ -1.
`COc1cc(/C=N/Nc2ncc(C(F)(F)F)cc2Cl)cc(OC)c1OC` gave PKA-R2B activ -15, HTR5A inv ctr 7, AddAB inh 1.5, Tat transport -1, MOR-DOR ag -0.9, Mot1-301 SUMO -10, phage Ecoli inh 3.8, MOR-DOR inv ag 6, Ecoli viability -0.5, PfHsp90 set2 15 and PKA-R1A activ 2.
CCCCN(C(=O)C1CCCC1)c1c(N)n(CCC)c(=O)[nH]c1=O was read as PKA-R2B activ -14, HTR5A inv ctr -10, Tat transport 0, MOR-DOR ag -2.8, phage Ecoli inh 2.2, MOR-DOR inv ag 14 and PKA-R1A activ -6.
COc1ccccc1CNC(=O)c1cc(=O)c2ccccc2o1 was read as PKA-R2B activ -1, HTR5A inv ctr -9, AddAB inh 0.8, Tat transport 3, MOR-DOR ag 0.7, Mot1-301 SUMO -4, phage Ecoli inh 2.5, MOR-DOR inv ag -4, Ecoli viability 0.6 and PKA-R1A activ 2.
`Cc1cc(C)c(C(=O)NCCCN2CCOCC2)c(C)c1` gave PKA-R2B activ 0, HTR5A inv ctr 20, AddAB inh 1.5, Tat transport 11, MOR-DOR ag -1.1, Mot1-301 SUMO 3, phage Ecoli inh -2.1, MOR-DOR inv ag 5, Ecoli viability 1.4, PfHsp90 set2 -8 and PKA-R1A activ -1.
`C[C@]12CCC(=O)CC1CCC1C2CC[C@@]2(C)C1CC[C@@]21CCO1` (some centres undefined) gave PKA-R2B activ -6, HTR5A inv ctr 0, AddAB inh 1.7, Tat transport 6, MOR-DOR ag 6.4, Mot1-301 SUMO 70, phage Ecoli inh -0.6, MOR-DOR inv ag -30, Ecoli viability -1.0, PfHsp90 set2 -4 and PKA-R1A activ -5.
Screening O=C(NCCN1CCOCC1)/C(=C\c1ccccc1F)NC(=O)c1ccccc1 returned PKA-R2B activ -6, HTR5A inv ctr 2, AddAB inh 3.6, Tat transport -5, MOR-DOR ag -2.9, Mot1-301 SUMO -5, phage Ecoli inh 0.6, MOR-DOR inv ag 15, Ecoli viability -0.3, PfHsp90 set2 8 and PKA-R1A activ 1.
Screening CC(=O)N1c2ccc(S(=O)(=O)NCCC(=O)Nc3ncccc3C)cc2CC1C (centres undefined) returned PKA-R2B activ 2, HTR5A inv ctr 5, AddAB inh 2.9, Tat transport -5, MOR-DOR ag -3.5, Mot1-301 SUMO 6, phage Ecoli inh 0.8, MOR-DOR inv ag 18, Ecoli viability -3.6, PfHsp90 set2 10 and PKA-R1A activ 2.
For COCCn1nnnc1CN1CCN(C(=O)c2ccco2)CC1 the results were PKA-R2B activ 3, HTR5A inv ctr -9, AddAB inh -0.8, Tat transport -3, MOR-DOR ag 0.3, Mot1-301 SUMO -3, phage Ecoli inh 0.7, MOR-DOR inv ag -2, Ecoli viability -1.4, PfHsp90 set2 -10 and PKA-R1A activ 6.
Screening CCN1CCN(c2nc(Nc3ccc(NC(C)=O)cc3)nc(Nc3ccc(NC(C)=O)cc3)n2)CC1 returned PKA-R2B activ -4, HTR5A inv ctr -6, AddAB inh -0.6, Tat transport 0, MOR-DOR ag 0.1, Mot1-301 SUMO 2, phage Ecoli inh 4.1, MOR-DOR inv ag 0, Ecoli viability -2.3, PfHsp90 set2 -45 and PKA-R1A activ 1.
Cc1n[nH]c(=O)nc1NCc1ccccc1 was read as PKA-R2B activ -3, HTR5A inv ctr -12, AddAB inh -0.5, Tat transport 1, MOR-DOR ag -1.3, Mot1-301 SUMO 12, phage Ecoli inh 1.8, MOR-DOR inv ag 7, Ecoli viability -0.9, PfHsp90 set2 5 and PKA-R1A activ -2.
For O=S(=O)(c1ccc(Cl)c(C(F)(F)F)c1)N1CCN(CC(O)COc2ccccc2F)CC1 (centres undefined) the results were PKA-R2B activ -9, HTR5A inv ctr -4, AddAB inh 2.9, Tat transport 22, MOR-DOR ag 1.9, Mot1-301 SUMO -1, phage Ecoli inh 0.4, MOR-DOR inv ag -15, Ecoli viability -0.6, PfHsp90 set2 -6 and PKA-R1A activ -1.
Screening CCCC(=O)Nc1cc(-c2nn(C)c(=O)c3ccccc23)ccc1OC returned PKA-R2B activ -1, HTR5A inv ctr -8, AddAB inh -1.7, Tat transport -1, MOR-DOR ag -2.6, Mot1-301 SUMO 5, phage Ecoli inh 3.4, MOR-DOR inv ag 13, Ecoli viability -1.7, PfHsp90 set2 14 and PKA-R1A activ -3.

Screens as filed in PubChem BioAssay.
